WT yeast gro inh – growth inhibition of WT yeast, mitochondrial fusion screen; 2.1% of 190,000 active; AID 1362; mitochondrial fusion phenotypic screen, WT strain; inhibition, % at 10 µM; in the data active means inhibition above about 58%; tested in S. cerevisiae
Autophagy HCS – autophagy modulation, high-content screen; calls only at 10 µM (by protocol); MEF GFP-LC3 puncta imaging; test concentration mostly 10 µM; AID 463193; 0.98% of 190,000 active;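 active means percentage of spot-positive cells more than 3 SD above its plate mean, without a fluorescence outlier flag or 80% toxicity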;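 further: spot-positive cell cutoff set from DMSO-treated cells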
Yfh1-depleted yeast – mitochondrial function rescue without frataxin homolog – Friedreich's ataxia, plus single-dose screen, dose response (AID 1465); S. cerevisiae Yfh1-off respiration, WST-1 reduction, 72 h; higher fold induction means a stronger effect; one-dose fold induction at 50 µM; EC50 in µM for titrated hits; 0.074% of 220,000 active;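 active means fold induction of absorbance versus untreated yeast above a set limit, then at least 30% activation at any dose in follow-up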;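 further: activators that raise dye reduction in frataxin-depleted yeast; strong numbers were not always called active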
MT stabilizer – microtubule stabilization, imaging screen; HeLa tubulin immunostaining HCS, 24 h; share of cells brighter than vehicle mean+2SD; % tubulin-high responders, % at 10 µM; 0.83% of 200,000 active;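 active means plate Z-score above 3 for both tubulin-high and condensed-nucleus cell shares, with cell loss under 80%, at 10 µM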;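 further: anti alpha tubulin signal scored within the nucleus-defined area of each cell; some results filed as inactive read as strong as hits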
Dynein transport – blocks dynein driven cargo transport along microtubules; 3617.4 mouse cells, GR-EGFP nuclear translocation imaging; test concentration mostly 20 µM; stimulated with dexamethasone, 1 µM; active compounds read low; z-score, hits read low; 0.47% of 220,000 active; AID 1381;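 active means plate z-score of nuclear minus cytoplasmic receptor signal below a set negative limit, without overly bright fluorescence or cell loss, cut at about -3.5 in these data, passing the limit was not always enough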;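 further: z-score of nuclear minus cytoplasmic ring GR-EGFP intensity difference per well; some compounds called inactive have numbers as strong as hits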
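Also added: dexamethasone, 1.0 µM final. Medium: tet-free, stripped-serum medium. Detection: fixed, Hoechst-stained cells imaged at 10x for EGFP. Read-out: nuclear-to-cytoplasmic GR-EGFP distribution per well. Times: induction 48 h, compound 1 h, agonist 30 min.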
Lipid droplet – modulators of hepatic lipid droplet formation; 0.4% of 240,000 active; inhibition, % at 6.5 µM; AID 1656; AML12 mouse hepatocytes, oleate lipid droplets, BODIPY imaging;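 active means lipid droplet intensity inhibited by at least 50%, with more than 500 cells counted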
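System: AML12 hepatocytes (mouse). Probe or stimulus: oleic acid at 100 µM to induce lipid droplet formation. Times: overnight treatment with compound plus oleate. Detection: Image-based BODIPY and DAPI two-channel analysis. Evaluation: percent inhibition of filter-corrected integrated lipid droplet intensity per well.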
NOD2 inhibition – inhibition of NOD2-driven NF-kB reporter – cell-based, luminescence, uHTS, HEK293 (AID 1566) | HEK293 NOD2/NF-kB luciferase reporter, luminescence; higher % means a stronger effect | inhibition, % at 4 µM; hits with a dose series show EC50 in µM | 0.63% of 290,000 active; in the data active means inhibition above about 50%; further: many of its hits are not listed in these tables
Insulin prom up – MIN6 insulin promoter up-regulation | AID 1625 | z-score at 5 µM | 0.3% of 190,000 active | MIN6 insulin promoter-GFP reporter, high-content imaging; active compounds read high;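 active means z-score above 3 at 5 µM with at least 500 cells counted in the well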
b-catenin transl – modulators of beta-catenin nuclear translocation; HeLa beta-catenin nuclear translocation, immunofluorescence imaging; nuclear translocation activity, % at 5 µM; 0.3% of 190,000 active;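 active means nuclear translocation activity above 50% at 5 µM, with a well cell count of 50 or more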;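 further: per-cell ratio of nuclear to cytoplasmic median beta-catenin stain intensity; plate controls were DMSO negative control for no effect and GSK-3 inhibitor IX positive control for full effect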
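Test system: human HeLa cells, native beta-catenin. Compound dosing: 5 µM primary single dose, 0.1% DMSO, 0.02–20 µM confirmation series. Incubation: compound exposure 24 h at 37°C. Detection: beta-catenin immunostaining with DAPI counterstain, 20x imaging, 6 fields/well. Read-out basis: Nuclear/cytoplasmic beta-catenin signal ratio, % activation.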
WT yeast gro inh mutant strain – also measured in WT yeast gro inh; calls as there; inhibition, %; mitochondrial fusion phenotypic screen, mutant strain inhibition
Dynein transport cytoplasmic EGFP – also measured in Dynein transport; calls as there; z-score; measured here: cytoplasmic GR-EGFP intensity; active compounds read high
Dynein transport nuclear GR-EGFP – also measured in Dynein transport; calls as there; z-score; measured here: nuclear GR-EGFP intensity;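 lower value marks the stronger effect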
Dynein transport cell count – further read-out of Dynein transport, marked with its call; z-score; measured here: cell count per field
Insulin prom up cell count – also measured in Insulin prom up; calls as there; cell count; measured here: cytotoxicity, nuclei count;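 total cells summed across four imaged fields per well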
Lipid droplet cells 6.5 µM – recorded beside Lipid droplet, whose call it bears; cell count; measured here: cell count, cytotoxicity flag;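 cells counted across two imaged fields per well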
b-catenin transl cell count 5 µM – recorded beside b-catenin transl, whose call it bears; cell count; measured here: cell count, cytotoxicity flag
MT stabilizer Hoechst-high % – second read-out of MT stabilizer, no call of its own (marks repeat the call); % Hoechst-high responders; measured here: nuclear condensation Hoechst responders;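 share of cells brighter than vehicle mean plus two SD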
MT stabilizer cytotoxicity % – also measured in MT stabilizer; calls as there; toxicity, %; measured here: cytotoxicity by cell density;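 0% = mean cell density of plate MIN control wells and 100% = no cells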
Autophagy HCS cell loss 18 h – second read-out of Autophagy HCS, no call of its own (marks repeat the call); toxicity, %; measured here: cell loss, nuclei count;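 cell loss after 18 h compound exposure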
* marks the source's active call; other numbers are inactive results; i = inactive; x = no result given.

#1 O=C(N/N=C\c1ccccc1)c1ccccc1-n1cccc1
#2 N/C(=N\OC(=O)/C=C/c1ccccc1Cl)c1ccccn1
#3 O=C(Nc1ccc(N2CCOCC2)nc1)c1ccc(C(F)(F)F)cc1
#4 Cc1ccc(C(=O)CSc2nc(C)cc(SCc3nnc(-c4ccccc4)o3)n2)cc1
#5 O=C(CNC(=O)c1ccccc1)NCC1COc2ccccc2O1 (stereo not drawn)
#6 COc1ccc(N(C)S(=O)(=O)c2cccc(C(=O)NCC3CCCO3)c2)cc1 (stereo not drawn)
#7 CCc1ccc(-c2nc(CSCC(=O)N3CCN(c4ncccn4)CC3)c(C)o2)cc1
#8 COc1ccc(NC(=O)c2[nH]ncc2[N+](=O)[O-])cc1
#9 COc1cc(/C=C2/C(=N)N3C=CSC3=NC2=O)ccc1OCCCOc1ccccc1C
#10 CCc1cccc(C)c1NC(=O)CSc1nnc(-c2ccco2)n1N
screen / no.	1	2	3	4	5	6	7	8	9	10
WT yeast gro inh	-16	13	2	-12	-30	14	15	-11	-10	-5
WT yeast gro inh mutant strain	-8	22	-11	-6	-8	6	12	-18	-9	-8
Autophagy HCS	i	i	i	i	i	i	i	i	i	i
Autophagy HCS cell loss 18 h	-4	22	-4	56	-3	-13	12	-5	-6	-11
Yfh1-depleted yeast	i	i	i	i	i	x	x	i	i	i
MT stabilizer	0.9	1.4	2.6	2.3	1.1	2.8	5.4	1.8	2.8	5.2
MT stabilizer Hoechst-high %	1.5	1.3	2.3	3.3	1.4	1.2	3.1	2.4	1.4	4.0
MT stabilizer cytotoxicity %	0.9	10	0.1	20	3.9	9.8	1.4	4.7	8.0	12
Dynein transport	-0.15	-0.84	-0.23	1	-0.25	-1.3	-0.17	-0.086	0.2	2.1
Dynein transport cytoplasmic EGFP	-0.35	-0.21	-0.38	-0.18	0.4	-0.19	-0.24	-0.21	-0.15	-0.22
Dynein transport nuclear GR-EGFP	-0.17	-0.36	-0.66	0.9	0.24	-0.38	0.028	-0.18	0.46	1.7
Dynein transport cell count	0.39	0.85	-0.27	-0.88	0.47	2.3	0.22	-0.25	-0.15	-1.4
Lipid droplet	-11	35	3	-8	7	0	x	8	x	x
Lipid droplet cells 6.5 µM	710	729	675	737	771	758	x	708	x	x
NOD2 inhibition	-5%	-91%	22%	22%	6%	-20%	34%	-13%	-24%	2%
Insulin prom up	-0.07	x	0.17	0.12	-0.36	0.46	0.86	0.38	0.28	0
Insulin prom up cell count	1332	x	1281	888	932	964	938	1042	1457	1113
b-catenin transl	-1.2	0.7	-0.4	-3.0	-4.1	-4.8	-0.8	-1.8	5.1	3.8
b-catenin transl cell count 5 µM	1100	1105	1108	1142	1263	1098	1179	1011	1340	526

#11 CCN(C(=S)Nc1cccnc1)c1cccc2ccccc12
#12 O=C(COc1cccc(Oc2ccccc2)c1)Nc1ccc(SC(F)F)cc1
#13 COc1ccc2c(Cl)c(C(=O)NCc3ccco3)sc2c1
#14 O=C(NCC(=O)N(Cc1ccccc1)C(C(=O)NCC1CCCO1)c1ccccc1)c1cccs1 (stereo not drawn)
#15 CN(C)S(=O)(=O)c1ccc(C(=O)Nc2ccnn2C2CCCCC2)cc1
#16 Cc1nn(-c2ccccc2)c2sc(C(=O)OC3CCOC3=O)cc12 (stereo not drawn)
#17 COc1cccc(/C=N/n2cnnc2)c1OCc1ccccc1
#18 COC(=O)c1cc2occc2n1Cc1ccc(Cl)cc1
#19 Cc1c(C)c(C)c2[nH]c(=S)[nH]c2c1C
#20 Cc1cc(OCC(O)CN)ccc1Cl (stereo not drawn)
screen / no.	11	12	13	14	15	16	17	18	19	20
WT yeast gro inh	15	20	5	-5	-11	14	16	35	x	-6
WT yeast gro inh mutant strain	10	19	1	-3	-36	9	10	10	x	1
Autophagy HCS	i	i	i	i	i	i	i	i	x	i
Autophagy HCS cell loss 18 h	24	-2	-8	1	2	-8	-13	32	x	-5
Yfh1-depleted yeast	i	i	i	i	i	x	i	i	i	i
MT stabilizer	2.3	4.9	2.7	2.0	3.8	1.2	1.2	1.0	x	3.0
MT stabilizer Hoechst-high %	2.2	1.8	1.4	2.7	4.4	0.6	1.3	1.0	x	1.4
MT stabilizer cytotoxicity %	5.3	3.1	1.0	11	3.2	1.2	7.0	2.2	x	5.4
Dynein transport	-0.36	0.42	-0.25	-0.64	0.33	-0.59	0.027	1.9	-0.35	0.087
Dynein transport cytoplasmic EGFP	-0.29	-0.1	-0.2	-0.2	-0.33	-0.22	-0.23	-0.009	-0.27	-0.23
Dynein transport nuclear GR-EGFP	-0.075	0.43	-0.028	-0.71	0.28	-0.41	0.37	1.5	0.24	-0.039
Dynein transport cell count	1	0.45	1	0.97	-0.36	0.9	-0.082	-1.2	0.83	1.2
Lipid droplet	4	2	-6	18	x	0	-10	18	-5	-14
Lipid droplet cells 6.5 µM	564	741	675	672	x	579	789	769	668	719
NOD2 inhibition	-4%	10%	-30%	18%	6%	12%	11%	-12%	23%	-8%
Insulin prom up	-3	0.01	0.86	-2.6	-1.8	-0.61	0.84	0.9	0.24	-0.53
Insulin prom up cell count	1177	921	846	582	842	1256	941	893	1014	1274
b-catenin transl	1.0	x	x	-4.2	-0.7	-1.2	-0.3	x	2.5	-0.6
b-catenin transl cell count 5 µM	1079	x	x	1115	1195	1039	969	x	1110	1092

#21 CCc1cccc(C)c1NC(=S)NCc1ccccc1
#22 Cc1ccc(NC(=O)C2CCCN(S(=O)(=O)c3cnc[nH]3)C2)cc1C (stereo not drawn)
#23 O=C(Nc1ccc(Cl)cc1F)C1CCN(S(=O)(=O)c2cccnc2)CC1
#24 N#CCN1CCN(CC(=O)Nc2cccc3ccccc23)CC1
#25 COc1cc(OC)c(NC(=O)/C=C/C(=O)O)cc1Cl
#26 CCn1cc(C(=O)OCc2ccc(F)cc2)c(=O)c2ccc(C)nc21
#27 CCOC(=O)c1c(NC(C)=O)sc2c(O)c(Br)cc(Br)c12
#28 Cc1cc(C(=O)c2cnc(/N=C/N(C)C)s2)c(F)cc1Cl
#29 CCN(CC)CCOc1nc(C)nc2c1oc1ccccc12
screen / no.	21	22	23	24	25	26	27	28	29
WT yeast gro inh	23	0	13	16	x	4	2	4	15
WT yeast gro inh mutant strain	-10	-19	-5	-6	x	10	-17	-21	29
Autophagy HCS	i	x	i	i	x	i	i	i	i
Autophagy HCS cell loss 18 h	-1	x	1	9	x	-3	-4	-1	-45
Yfh1-depleted yeast	i	i	i	i	i	i	i	i	i
MT stabilizer	1.1	2.8	2.4	3.4	x	1.4	2.2	1.4	2.5
MT stabilizer Hoechst-high %	2.8	1.7	1.4	1.0	x	1.5	2.2	1.9	3.7
MT stabilizer cytotoxicity %	7.2	7.5	8.2	4.8	x	7.1	4.8	6.1	10
Dynein transport	0.39	-0.39	-0.16	-0.97	0.088	1.4	-0.34	1.5	-0.93
Dynein transport cytoplasmic EGFP	-0.19	-0.29	-0.22	-0.17	-0.23	-0.31	-0.24	-0.37	-0.13
Dynein transport nuclear GR-EGFP	0.093	0.015	0.53	-1.2	0.053	0.67	-0.046	0.5	-0.47
Dynein transport cell count	-1.7	0.39	0.49	-0.83	0.86	-0.089	0.51	-0.72	0.8
Lipid droplet	-16	-8	-16	x	3	-5	-23	12	x
Lipid droplet cells 6.5 µM	653	641	723	x	750	674	676	683	x
NOD2 inhibition	-33%	13%	5%	-7%	-22%	8%	-1%	-10%	6%
Insulin prom up	x	-1.9	-0.65	-2.3	0.72	0.07	0.11	0.05	-0.17
Insulin prom up cell count	x	684	899	1303	1317	1430	1260	1315	1132
b-catenin transl	0.4	-1.0	2.3	-0.4	-3.0	-0.7	-1.7	2.0	-4.7
b-catenin transl cell count 5 µM	917	1088	821	1354	1088	1041	532	1084	993

High-throughput results as filed in PubChem.

The list is partial. The share of hits here may be higher or lower than overall.
